PAX8 inh HTS = inhibitors of PAX8-driven TPO luciferase reporter, primary screen, RMG-I cells, single concentration | SteadyGlo, 24 h | inhibition, % at 12.6 µM | hit rate 1.2% among 360,000 | AID 652154, 2013;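 active = mean replicate inhibition at least 60% with every replicate also reaching 60%; inconclusive = only one of the two criteria is met; inactive = mean below 60% and not all replicates reaching 60%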;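 also: luciferase light reporting Pax8 driven TPO promoter activity; plate controls were median of neutral control wells for no effect and mitoxantrone controls for full effect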
LGR2 antag = inhibitors of bursicon-induced LGR2 CRE-luciferase signal, primary screen, cell-based, HEK293, CRE-luciferase reporter, bursicon stimulation; Drosophila bursicon receptor LGR2 (rickets); bursicon-stimulated, 4 h; inhibition, % at 9.99 µM; hit rate 0.35% among 380,000;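 active = drop in luminescence signal, shown as inhibition above about 50% in the replicate tests, limit read from the data, passing the limit was not always enough; inconclusive = probably only some replicates passing the limit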;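 also: agonist challenge used bursicon conditioned medium at about half maximal strength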
GSIS activator = GLuc luminescence reporter in INS-1E cells, primary screen for activators of glucose-dependent secretion of insulin. INS-1E GLuc reporter insulin secretion, 2-3 h. hit rate 0.61% among 370,000. activation, % at 16.6 µM;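 active = lowest replicate activation of at least 40%, so every replicate reaches that level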;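 also: 0% = median of neutral control wells and 100% = median of IBMX positive control wells; some compounds called inactive have numbers as strong as hits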
Numbers without * were called inactive; ? = inconclusive. An excerpt. The share of hits here may be higher or lower than overall.

mol,PAX8 inh HTS,LGR2 antag,GSIS activator
CCOC(=O)[C@]12CCCC=C1N(CCc1ccc(OC)c(OC)c1)C(=O)[C@H](CC(=O)NCc1ccc(C)o1)C2,0,3,-10
COc1ccc(S(=O)(=O)N(C)C[C@H]2OCCCC[C@H](C)Oc3ccc(NS(=O)(=O)c4ccc(Cl)cc4)cc3C(=O)N([C@H](C)CO)C[C@@H]2C)cc1,?,3,-4
CC1(C)CC(=O)C=C(c2ccccc2F)C1=O,3,11,15
COC(=O)[C@@]12C[C@@H](CC(=O)N3CCSCC3)C(=O)N(Cc3ccc4c(c3)OCO4)C1=CCC(C)(C)C2,-4,8,-26
CCCCn1nnnc1C(c1cc2ccccc2o1)N1CCN(c2c(C)cccc2C)CC1 (configuration not stated),-11,-20,-23
O=C(O)C1Cc2ccccc2CN1C(=O)CCl (configuration not stated),-8,-16,4
CC(=O)N/C(=C\c1ccc(C)cc1)C(=O)O,3,7,4
N/C(Cc1ccc(Cl)cc1Cl)=N\OC(=O)c1ccccc1F,-37,-78,2
CCCC[C@@H]1CC2=C(C(=O)OC(C)(C)O2)[C@H](c2ccc(C(C)C)cc2)O1,-7,-22,12
Cc1cc(Br)cn2c(Cc3ccccc3C(F)(F)F)c(-c3ccccc3)nc12,28,37,-12
Oc1ccc(Cl)c(CN2CCN(c3ncc(Cc4ccccc4)cn3)CC2)c1,7,28,-14
C[C@H](NC(=O)[C@@H]1[C@@H](CO)[C@@H]2Cn3c(ccc(-c4cccc(F)c4)c3=O)[C@@H]2N1C)c1ccccc1,10,1,-2
COc1ccccc1C(C(=O)c1ccccc1)c1ccc2ccccc2c1 (configuration not stated),1,-16,22
Cc1ccc(S(=O)(=O)NNC2=NS(=O)(=O)c3ccccc32)c(C)c1,-2,-2,5
COC(=O)c1cc2c(cc1[N+](=O)[O-])OCO2,12,-26,-11
Cc1ccc(-n2nc(C)c(C3(O)C(=O)N(C)c4ccccc43)c2N)cc1 (configuration not stated),16,-16,-14
CC(C)NC(=O)C1(C)CN(S(C)(=O)=O)CC(=O)N1Cc1cccc(F)c1 (configuration not stated),-1,-13,40
C=CCn1nc(-c2ccccc2)c(N2CCCCC2)cc1=O,4,-15,4
O=C1Nc2ccccc2-n2nnnc2C1N1CCCN(Cc2ccc(F)cc2)CC1 (configuration not stated),7,20,23
COc1ccccc1Cc1c(-c2ccc(C#N)cc2)nc2ccc(C)cn12,-33,-20,-29
Cc1cc(Cl)ccc1OCc1nc(-c2ccncc2)no1,-195,-135,-22
CCCCNc1ccc2c(c1)OC[C@H](CC(C)C)NS2(=O)=O,1,10,-35
O=C1NC(=O)C2(CCCc3ccc(N(CCO)CCO)cc32)N1 (configuration not stated),-11,15,16
CC(=O)C[C@@H]1OC2CCCCC2N1S(=O)(=O)c1ccc(C)cc1 (some centres not stated),8,13,8
CN1CCc2nc(SCC(=O)Nc3ccc(OC(F)(F)F)cc3)c(C#N)c(-c3cccs3)c2C1,2,11,-25

Next section; it opens with the 4 that closed the last part.
mol,PAX8 inh HTS,LGR2 antag,GSIS activator
CCCCNc1ccc2c(c1)OC[C@H](CC(C)C)NS2(=O)=O,1,10,-35
O=C1NC(=O)C2(CCCc3ccc(N(CCO)CCO)cc32)N1 (configuration not stated),-11,15,16
CC(=O)C[C@@H]1OC2CCCCC2N1S(=O)(=O)c1ccc(C)cc1 (some centres not stated),8,13,8
CN1CCc2nc(SCC(=O)Nc3ccc(OC(F)(F)F)cc3)c(C#N)c(-c3cccs3)c2C1,2,11,-25
COC1OC(COC(=O)CNC(=O)OC(C)(C)C)C(O)C(O)C1O (configuration not stated),18,-1,9
CCOC(=O)C1=C(COc2ccccc2)NC(=O)NC1c1ccc2ccccc2c1 (configuration not stated),9,-10,4
CCCN(C)C1CN(Cc2cn(Cc3cccc(C(F)(F)F)c3)nn2)S(=O)(=O)C1 (configuration not stated),-11,6,0
Cc1ccc(-n2c(SCC(=O)c3c(N)n(C)c(=O)n(C)c3=O)nc3sc4c(c3c2=O)CCCC4)c(C)c1,11,9,-1
Cc1ccc(S(=O)(=O)NCCC(=O)N2CC(C)OC(C)C2)cc1C (configuration not stated),-13,5,1
N#Cc1c(NC(=O)c2ccccc2Cl)n(Cc2ccccc2)c2nc3ccccc3nc12,15,19,-31
CC(C)(C)NC(=O)C(c1ccc(C#N)cc1)n1c(=O)c(-c2ccccc2)nc2ccccc21 (configuration not stated),15,-10,-5
CN1C(=O)[C@@](O)(c2cn(C)c3ccccc23)c2cc(Br)ccc21,21,1,-14
CC(C)(C)n1nnnc1C(c1ccccc1)N1CCN(c2ncccn2)CC1 (configuration not stated),-13,-26,37
COc1ccc2c(c1)C(NC(=O)C(F)(F)F)CC21CCCCC1 (configuration not stated),-7,-11,10
O=C(C(=O)N1CCC(CNS(=O)(=O)c2cc(C(F)(F)F)cc(C(F)(F)F)c2)CC1)c1cc2ccccc2o1,49,-16,-43
CCOC(=O)[C@]12CCCC=C1N(Cc1ccc(Cl)cc1Cl)C(=O)[C@H](CC(=O)NCCCOC)C2,7,17,-1
C#CCNC(=O)C[C@@H]1C[C@@]2(C(=O)OCC)CCC=C2N(Cc2ccco2)C1=O,18,-14,16
CCCOc1cccc(-c2nc3ccccc3c(=O)o2)c1,-74,-1,-8
O=S1(=O)N[C@H](Cc2ccccc2)COc2cc(N3CCCCC3)ccc21,-57,30,-10
COc1ccc(C)cc1NC(=O)CCN1CCN(c2ccccc2)CC1,18,-1,5
COCCCNC(=O)[C@@H](Cc1ccccc1)NC(=O)[C@H]1O[C@@H](n2ccc(=O)[nH]c2=O)[C@H](O)[C@@H]1O,-7,13,13
Cn1cc(/C=C/C(=O)N2CCCC(C(=O)c3ccc(C(F)(F)F)cc3)C2)cn1 (configuration not stated),8,9,-17
N#CC(C#N)=C1NC(N)=C(C#N)C(c2ccccc2)=C1C#N,6,8,-6
NC(=O)[C@@H]1CCCNc2c(I)cc([N+](=O)[O-])cc2C(=O)N[C@@H](CO)C(=O)NCC(=O)N1,-6,-2,-1
CCOC(=O)C1=C(C)N(CCCCCC(=O)O)C(=O)NC1c1ccccc1OC(=O)c1cccs1 (configuration not stated),-10,1,-3
COc1ccc(NC(=S)N(CCN2CCOCC2)Cc2cc3cc4c(cc3[nH]c2=O)OCO4)cc1,1,0,2
O=C(NCc1ccccc1)[C@H]1CCCN1C(=O)[C@H]1CCCN1C(=O)c1cc(F)cc(F)c1,-3,-9,18
COCCNC(=S)Nc1ccc(S(=O)(=O)Nc2ncccn2)cc1,-2,-9,-20
O=C(C(=O)N1CCN(C(=O)c2cc(C(F)(F)F)cc(C(F)(F)F)c2)CC1)c1cccc(C(F)(F)F)c1,2,-17,-19
CCOC(=O)[C@]12CCCC=C1N(Cc1ccc3c(c1)OCO3)C(=O)[C@H](CC(=O)N1CCCC1)C2,-1,3,-10
CN1C(=O)c2cc(NC(=O)c3cccc(F)c3)ccc2OC[C@@H]2O[C@@H](CC(=O)NCC3CC3)CC[C@H]21,-12,-21,0
CC(C)C[C@@H]1Cc2[nH][nH]c(=O)c2[C@H](C(C)C)O1,13,-3,-20
CC(C)C[C@H]1COc2ccc(Cl)cc2S(=O)(=O)N1,-6,4,-12
COc1ccc(C(=O)NNC(=O)CSc2nnc(-c3cccnc3)o2)cc1,-9,7,5
COC(=O)[C@]12C[C@H](CC(=O)NCCc3ccccc3OC)C(=O)N(Cc3ccc4c(c3)OCO4)C1=C[C@H](C(C)(C)C)O[C@@H]2C,20,34,-16
O=C(NCc1ccccc1)[C@@H]1CCCN1C(=O)[C@H]1CCCN1C(=O)c1ccc(F)c(F)c1,-32,7,1
Cc1ccccc1S(=O)(=O)N1CCCc2nc(C)c(C)cc21,14,-1,-22
O=C(O)CC1CC(O)CCC1=O (configuration not stated),-3,3,3
CN(c1cccnc1)c1ccc(NC(=O)Cc2c[nH]c3ccccc23)cc1Br,1,11,-28
CCOc1ccc(CN2CCN(Cc3ccsc3)C(CCO)C2)cc1CO (configuration not stated),17,13,-4
CCCCCCN(C(=O)CCCCCN1C(=O)NC(c2ccc(C3CCCCC3)cc2)C(C(=O)OCc2ccccc2)=C1C)C(C(=O)NCCCC)c1ccc(OCC(=O)OC)c(C(=O)OC)c1 (configuration not stated),10,-4,12
O=C(/C=C/c1ccc(F)cc1)NC(=S)NC1CCCCC1,5,3,11
CC(=O)c1cccc(CN2CCCC(C(=O)c3ccc4c(c3)OCO4)C2)c1 (configuration not stated),10,-4,14
COc1ccc2c3c(n(C)c2c1)[C@H](CO)N(CC1CC1)CC31CCN(C(=O)Nc2ccccc2)CC1,-5,2,-5
CCOc1ccc(NC(=O)CN(C)Cc2cc(=O)n3c(-c4ccccc4)csc3n2)cc1OCC,19,19,-5
C#CCn1c2ccccc2c(=O)n1CCOc1ccccc1OC,-2,0,28
CCCOc1ccc(Br)cc1/C=N/NC(=O)c1cc(OC)c(OC)c(OC)c1,14,-3,51
Nc1ccn(C2C=CC(CO)O2)c(=O)n1 (configuration not stated),17,-2,26
COc1ccc(Cc2c(-c3ccc(OC)c(OC)c3)nc3cc(C)c(Br)c(C)n23)c(C)c1,18,-17,6
Cc1nn(-c2ccccc2)c2nc(Cl)c(C(=O)O)cc12,10,2,0
COC(=O)[C@]12CCCCC=C1N(Cc1cccc3ccccc13)C(=O)[C@H](CC(=O)NCC13CC4CC(CC(C4)C1)C3)C2,14,14,-2
O=C(O)/C=C/C(=O)Nc1ccc(S(=O)(=O)N2CCCC2)cc1,8,6,2
CCOc1ccc(C(=O)NCC(=O)N2CCCCCCC2)cc1OCC,13,-17,16
COc1ccccc1CN1Cc2ccccc2Oc2ccccc2S1(=O)=O,7,13,-15

(further entries)
mol,PAX8 inh HTS,LGR2 antag,GSIS activator
Cc1ccccc1CN1[C@@H](C)[C@H](c2ccccc2)Oc2cccc(NCC(C)C)c2S1(=O)=O,-12,7,10
O=c1c(-c2ccco2)nc2ccccc2n1C(CCc1ccccc1)c1nc2ccccc2[nH]1 (configuration not stated),25,3,-24
COC(=O)[C@@]1(Cc2ccc(F)cc2)[C@H]2c3cc(C(=O)N(C)C)n(Cc4ccc(Cl)c(C(F)(F)F)c4)c3C[C@H]2CN1C(=O)c1ccccc1,24,-4,-25
C=CCN=C1NC(c2ccccc2)C(C(=O)OC)=C(C)N1C (configuration not stated),-28,20,21
CC1(C(=O)NCc2ccccc2)CN(S(C)(=O)=O)CC(=O)N1C1CCN(Cc2ccccc2)CC1 (configuration not stated),-12,2,2
Cc1cc(Br)cn2c(Cc3ccccc3C(F)(F)F)c(-c3ccc(Cl)cc3)nc12,18,0,-13
Nc1cccc(/C=C/c2ccncc2)c1,-56,-19,4
COC(=O)CCCn1cc(CN2CC(N3CCN(Cc4cccc(C)c4)CC3)CS2(=O)=O)nn1 (configuration not stated),-15,-20,9
C/C(Cc1ccccc1)=N\NC(=O)CNC(=O)c1ccc(Br)cc1,-17,9,19
O=C(C[C@@H]1C=C[C@H](NC(=O)Cc2cccnc2)[C@H](CO)O1)Nc1ccc(-c2ccccc2)cc1,23,13,-6
O=C1Nc2ccccc2/C1=C/c1ccc([N+](=O)[O-])cc1,30,23,0
Cc1cccc(C)c1NC(=O)C(C1CC1)n1c(-c2ccc(C(F)(F)F)cc2)nc2ccccc21 (configuration not stated),-16,-7,-4
CCn1ncc2c(=O)c(C(=O)c3ccccc3)c[nH]c21,-17,3,16
Cn1c(=O)c2cccnc2c(=O)n1C,-10,-16,-10
Cc1cccc(N2CCN(C(=O)c3ccc(CNc4c(N5CCC(C)CC5)c(=O)c4=O)cc3)CC2C)c1 (configuration not stated),33,-5,-24
COc1ccc(C(=O)C[C@@H]2OC3CCCCC3N2S(=O)(=O)c2ccc(C)cc2)cc1OC (some centres not stated),7,-16,4
COc1ccc([C@H]2CC(=O)C[C@@H](CCn3cc(-c4ccc(F)cc4)nn3)O2)cc1,0,-8,1
CCCCCCCCN1C(=O)[C@H](CC(=O)N2CCOCC2)C[C@@]2(C(=O)OCC)CCCC=C12,-3,-25,234
COc1cc2c(NCCCCCCO[N+](=O)[O-])ncnc2c(OC)c1OC,20,-5,-16

Profiles, looked up by structure:
COC(=O)[C@@]1(Cc2ccc(F)cc2)[C@H]2c3cc(C(=O)N(C)C)n(Cc4ccc(Cl)c(C(F)(F)F)c4)c3C[C@H]2CN1C(=O)c1ccccc1 reads PAX8 inh HTS = 24; LGR2 antag = -4; GSIS activator = -25
Cc1cc(Br)cn2c(Cc3ccccc3C(F)(F)F)c(-c3ccc(Cl)cc3)nc12 reads PAX8 inh HTS = 18; LGR2 antag = 0; GSIS activator = -13
